Bioassay records deposited in PubChem by National Center for Advancing Translational Sciences (NCATS).
IL2 activator: activators of IL-2; IL-2 activation reporter assay, cell-based qHTS; stimulated with anti-CD3/CD4/CD28 beads; in transgenic mouse T cells; activation, % (series mostly up to about 46 µM); 360,000 tested, 0.065% active; AID 652025; in the data active means activation above about 50%; inconclusive means mostly about 30% to 49%; further: 0% is about no effect
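Unstimulated transgenic mouse T cells, 750 per well, received compound and, after 60 minutes, anti-CD3/anti-CD4 bead plus anti-CD28 stimulation. EGFP and DsRed were quantified after 18 hours.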
ATXN2 expr inh: reduces ATXN2 reporter expression in HEK-293 cells; Potency, µM (highest dose often 57 µM), inactives show at the highest dose activity change, negative = inhibition, actives largely listed as inhibitors; 360,000 tested, 0.72% active; AID 1745845; HEK-293 ATXN2-luciferase reporter, luminescence, 24 h; further: potency means the concentration at half of the fitted maximal effect; on the % scale 0 is the no-effect control and ±100 the full control effect; nearly all actives have a fitted effect of over 55% in size
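ATXN2-luciferase reporter cells (luciferase flanked by upstream and downstream ATXN2 gene portions) were treated 24 h at 37 °C with compounds at up to 57 uM. SteadyGlo luminescence gave expression; GF-AFC fluorescence gave viability.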
TGFb inhibitor: blocks TGF-b signaling; AID 588855; 410,000 tested, 1.2% active; Potency, µM (titrated, usually from 46.1 µM), without a hit: top-dose activity, negative = inhibition, hits mostly inhibitors; HepG2 CAGA-GFP TGF-b/SMAD3 reporter, GFP fluorescence, 18 h; TGF-beta stimulated, 500 pg/mL final; further: potency means the concentration at half of the fitted maximal effect; on the % scale 0 is the no-effect control and ±100 the full control effect; nearly all actives have a fitted effect of over 65% in size
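GFP signal (ex488/em500-530) from TGF-beta-stimulated HEPG2 CAGA-GFP cells, 500 pg/mL final, 18 h at 37 degrees C in DMEM plus 1% FBS, normalized to unstimulated and DMSO-stimulated controls.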
Nrf2 block: Nrf2 pathway inhibition | A549 ARE-Fluc reporter, luciferase luminescence, 18-24 h | Potency, µM (top dose mostly 46 µM), for inactives: at the highest dose activity change, negative = inhibition, most hits filed as inhibitors | 360,000 tested, 2.1% active | AID 504444; further: potency means the concentration at half of the fitted maximal effect; on the % scale 0 is the no-effect control and ±100 the full control effect; nearly all actives have a fitted effect of over 60% in size
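Quantitative HTS in A549 cells stably bearing an antioxidant response element-firefly luciferase construct. Inhibition of Nrf2-driven transcription was scored by luminescence after 18-24 h of compound exposure at 37 °C.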
Nrf2 ARE act: activators of Nrf2 (ARE) signaling; AREc32 ARE-luciferase reporter (MCF7-derived line), luminescence, 24 h; Potency, µM (doses to about 46.1 µM), inactives show at the top dose activation, actives largely listed as activators; 410,000 tested, 0.31% active; further: potency means the concentration at half of the fitted maximal effect; % of control where 0% means no effect; nearly all actives have a fitted effect of over 65% in size
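Quantitative high-throughput format: AREc32 reporter cells, 1000 per well, received compound by pin transfer and were incubated 24 hr at 37 deg C, 5% CO2, before Steady-Glo luminescence detection.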
A549 viability: A549 cytotoxicity, counter-screen for Nrf2 inhibitors. Potency, µM (titrated, usually from 46 µM), for inactives: at the highest dose activity change, negative = cytotoxicity, actives largely listed as inhibitors. 390,000 tested, 0.16% active. A549 ARE-Fluc cells, CellTiter-Fluor viability, 18-24 h. AID 504648; further: potency means the concentration at half of the fitted maximal effect; on the % scale 0 is the no-effect control and ±100 the full control effect
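A549 ARE_Fluc cells in 5% FBS OPTI-MEM were exposed to compounds in concentration-response for 18-24 h at 37 deg C. Viability was read by CellTiter-Fluor fluorescence (Ex 405/Em 525) after 30 min, before the luciferase read.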
ATXN viability: viability counter-screen for ATXN expression inhibitors; 400,000 tested, 0.49% active; S2 cells (HEK-293 line with an ATXN2-luciferase reporter) viability, CellTiter-Fluor protease fluorescence, 24 h; AID 651635; Potency, µM (top dose mostly 56.7 µM), most hits filed as cytotoxic; further: potency means the concentration at half of the fitted maximal effect; nearly all actives have a fitted effect of over 40% in size
EPAC2 agonist: EPAC2 (human) agonism; AID 720711; EPAC2 activation, biochemical qHTS; response scale: 100% = 6.5 mM cAMP response; Q8WZA2; Potency, µM (titrated, usually from 154 µM), for the others: at the top dose activation, most hits filed as activators; 360,000 tested, 0.079% active; further: potency means the concentration at half of the fitted maximal effect; nearly all actives have a fitted effect of over 50% in size
Target sequence (Q8WZA2 whole entry, looked up): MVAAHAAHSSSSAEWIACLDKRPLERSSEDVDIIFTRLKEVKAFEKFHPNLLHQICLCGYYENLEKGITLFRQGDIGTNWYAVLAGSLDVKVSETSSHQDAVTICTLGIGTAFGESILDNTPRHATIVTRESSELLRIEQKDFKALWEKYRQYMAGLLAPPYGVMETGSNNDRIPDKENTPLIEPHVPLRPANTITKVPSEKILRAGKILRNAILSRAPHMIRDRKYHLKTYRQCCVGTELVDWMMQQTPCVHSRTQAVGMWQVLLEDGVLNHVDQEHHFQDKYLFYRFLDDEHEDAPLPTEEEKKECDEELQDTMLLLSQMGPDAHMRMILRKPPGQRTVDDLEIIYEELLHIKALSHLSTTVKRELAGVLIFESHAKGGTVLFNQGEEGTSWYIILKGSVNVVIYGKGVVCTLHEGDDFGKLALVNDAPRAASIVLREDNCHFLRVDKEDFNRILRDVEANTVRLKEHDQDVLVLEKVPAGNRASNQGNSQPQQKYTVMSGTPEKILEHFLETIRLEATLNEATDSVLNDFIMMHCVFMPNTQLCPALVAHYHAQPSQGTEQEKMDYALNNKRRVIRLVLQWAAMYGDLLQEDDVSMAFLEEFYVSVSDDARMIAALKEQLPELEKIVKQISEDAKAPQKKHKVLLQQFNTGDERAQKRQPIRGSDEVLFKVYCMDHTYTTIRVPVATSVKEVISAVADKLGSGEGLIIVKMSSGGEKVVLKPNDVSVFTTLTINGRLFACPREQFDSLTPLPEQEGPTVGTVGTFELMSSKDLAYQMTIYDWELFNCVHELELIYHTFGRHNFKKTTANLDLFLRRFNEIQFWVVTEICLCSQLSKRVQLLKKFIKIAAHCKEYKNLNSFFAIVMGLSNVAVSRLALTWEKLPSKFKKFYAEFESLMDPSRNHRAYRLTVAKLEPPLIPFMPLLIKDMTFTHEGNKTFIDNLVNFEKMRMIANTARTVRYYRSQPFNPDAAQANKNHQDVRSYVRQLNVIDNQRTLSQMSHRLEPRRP
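Guanine nucleotide exchange by EPAC2 is measured as reduced fluorescence of BODIPY-GDP once it is released from 250 nM Rap1B. Plates are read kinetically for 30 min at room temperature; results are scaled to 6.5 mM cAMP.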
HepG2 viability: kills HepG2 cells in TGF-b inhibitor counter-screen; Potency, µM (doses to about 46.1 µM), without a hit: at the top dose activity change, negative = cytotoxicity, usual class: cytotoxic; 410,000 tested, 0.76% active; HepG2 CAGA-GFP viability, ATP luminescence, 18 h; AID 588856; further: potency means the concentration at half of the fitted maximal effect; some results filed as inactive show a strong effect at the top dose
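CellTiter-Glo luminescence gave cytotoxicity after 18 hours at 37 degrees C. The cells were HepG2 CAGA-GFP in 1% FBS DMEM, stimulated with 500 pg/mL TGF-beta after compound addition. %Activity was normalised to no-cell wells (complete cell-killing) and DMSO (no toxicity), and curves were fitted and classified.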
Active calls of the source: *; i = inactive; ? = inconclusive; . = not tested or not shown; [ ] = remark or other dose. Unless noted, the call rests on the fitted dose curve; in most records, active means well fitted curve in the direction sought with a large enough effect; inconclusive means small, poorly fitted or top-dose-only effect, or another doubt; inactive means no such curve, though single readings can be large; an effect the other way counts as inactive or inconclusive. Compounds were not picked by outcome. Share with any hit: about 4.3%.

SMILES	IL2 activator	ATXN2 expr inh	TGFb inhibitor	Nrf2 block	Nrf2 ARE act	A549 viability	ATXN viability	EPAC2 agonist	HepG2 viability
CC(C)(C)C1CCc2c(C(=O)NNC(=O)/C=C/C(=O)O)csc2C1 (configuration not stated)	1.1	-11%	2%	10%	0.2%	2%	i	2%	-10%
COc1ccc(N2CCN(Cc3nc(Cc4cccc(F)c4)no3)C(C)C2)cc1 (configuration not stated)	-2.1	-2%	-26%	?	0.1%	3%	i	6%	-13%
CCCCCCn1c(-c2ccco2)nc2oc3cc(OC)ccc3c(=O)c2c1=O	-0.8	-4%	-6%	?	0.0%	-19%	i	-11%	-1%
COc1ccccc1-n1c(SC)nc(O)cc1=O	1.4	2%	-27%	-5%	-0.6%	1%	i	7%	-43%
Cn1cnc2c1c(=O)[nH]c(=O)n2Cc1ccccc1	1.0	8%	-5%	?	0.2%	-14%	i	23%	-32%
CN(C)c1ccc(CNC(=O)C2CCN(S(=O)(=O)c3ccc4c(ccn4C)c3)CC2)cc1	.	-3%	?	.	3.6%	0%	i	.	-16%
O=C(O)CCCC(=O)Nc1ccn(-c2ccccc2)n1	-0.3	3%	-5%	2%	0.5%	0%	i	7%	-28%
Cc1ccc(S(=O)(=O)N2C[C@H]3C(=O)C[C@@H](c4cccc(Cl)c4)N(S(=O)(=O)c4ccc(C)cc4)[C@H]3C[C@H]2c2ccccc2)cc1	-1.7	6%	12%	.	0.5%	.	i	9%	0%
CCOC(=O)N1CCN(C(=O)c2cc3c(=O)n4cccc(C)c4nc3s2)CC1	1.7	17%	-7%	-1%	3.8%	-11%	i	1%	-1%
COC(=O)c1sccc1NC(=O)/C=C/c1ccc(Cl)cc1Cl	0.0	39%[activator]	-8%	?	?	14%	i	8%	-4%
O=C(NCCCc1ccccc1)c1cccc(NC(=O)C2CCCC2)c1	-0.8	0%	-5%	-15%	-0.5%	-1%	?	17%	-16%
CS(=O)(=O)n1c2ccccc2c(=O)n1-c1ccccc1CCl	0.4	30%	-3%	.	5.0%	.	i	7%	-9%
Fc1ccc(-c2nc3ccncc3[nH]2)cc1	-4.0	21%	8%	?	0.5%	1%	i	-5%	-66%
COc1ccc2c(c1)C1(Nc3ccccc3C(=O)N1c1ccccc1)C(=O)N2 (configuration not stated)	0.7	14%	-2%	1%	-0.7%	0%	i	-1%	8%
O=C(CSc1nnc(CNC(=O)c2ccccc2)o1)NCc1ccco1	0.3	-2%	-4%	-12%	-0.8%	8%	i	4%	3%
CCC(=O)Nc1ccc(-n2nnnc2SCC(=O)NNC(=O)c2ccco2)cc1	0.7	-10%	2%	1%	-0.6%	1%	i	8%	0%
O=C(CN1CCOCC1)Nc1nc(-c2ccc3c(c2)CCN3S(=O)(=O)c2ccccc2)cs1	-0.7	?	-5%	?	4.6%	-14%	?	5%	-29%
Cc1cccc2cc(CNC3CCCC3)c(Cl)nc12	-4.0	-5%	-8%	0%	1.3%	6%	i	11%	-15%
CS(=O)(=O)Cc1ccc(C(=O)N(CCc2ccccc2)Cc2ccccc2)cc1	-3.0	-6%	9%	3%	0.3%	3%	i	10%	-30%
Cc1cc(C(=O)OC(C)C(=O)NC2CCCCC2)c(C)o1 (configuration not stated)	-4.1	-12%	19%	1%	2.4%	2%	i	0%	-6%

Some of these compounds in order of their number in Nrf2 ARE act, smallest number first.
molecule	IL2 activator	Nrf2 block	Nrf2 ARE act	EPAC2 agonist
CC(C)(C)C1CCc2c(C(=O)NNC(=O)/C=C/C(=O)O)csc2C1 (configuration not stated)	1.1	10%	0.2%	2%
O=C(O)CCCC(=O)Nc1ccn(-c2ccccc2)n1	-0.3	2%	0.5%	7%
O=C(CN1CCOCC1)Nc1nc(-c2ccc3c(c2)CCN3S(=O)(=O)c2ccccc2)cs1	-0.7	?	4.6%	5%

Additional results follow:
SMILES	IL2 activator	ATXN2 expr inh	TGFb inhibitor	Nrf2 block	Nrf2 ARE act	A549 viability	ATXN viability	EPAC2 agonist	HepG2 viability
COc1cc(/C=N/NC(=O)c2cccc(S(=O)(=O)N3CCOCC3)c2)cc(OC)c1O	2.8	4%	5%	-4%	-0.7%	7%	i	3%	-8%
Cc1c(Cl)cccc1NC(=O)c1ncn[nH]1	1.3	3%	0%	2%	0.3%	-2%	i	2%	4%
C/C=C/C=C/C(=O)[C@@H]1[C@@H]([C@]2(C)OC(=O)C(C)=C2O)[C@H]2/C(=C(O)/C=C/C=C/C)C(=O)[C@]1(C)C(=O)C2(C)O (some centres not stated)	-0.3	9%	-8%	3%	10%	-2%	?	5%	-3%
CC(C)n1nnnc1SCC(=O)N1CCOCC1	-1.4	-3%	-15%	5%	-0.8%	-10%	i	-8%	-1%
Cn1cnnc1SCC(=O)Nc1cccc(S(=O)(=O)N2CCCCCC2)c1	3.8	-17%	-14%	-17%	0.3%	1%	i	5%	-6%
COc1ccc(C(=O)Cn2c(Br)nc3c2c(=O)n(C)c(=O)n3C)cc1	-0.7	-21%	-15%	2%	-0.1%	9%	?	7%	-4%
COC(=O)c1cc(S(=O)(=O)NCC2CCN(CCc3ccc(OC)cc3)CC2)c[nH]1	1.1	.	0%	-7%	0.7%	2%	i	16%	12%
CCN(CC)S(=O)(=O)c1ccc(N2CCCC2)c(NC(=O)CC(C)(C)C)c1	-4.6	-9%	3%	10%	0.1%	-19%	?	-14%	1%
O=C(O)c1ccc(CNC(=O)c2ccc(Br)o2)cc1	0.3	1%	-2%	.	-0.2%	8%	i	4%	14%
Cc1cc(C(=O)CN2C(=O)C(=O)N(C3CCCC3)C2=O)c(C)n1CCc1ccccc1	-4.8	-12%	-21%	18µM*	-0.6%	-5%	?	5%	-16%
Cc1cccc[n+]1CC(=O)N1c2ccccc2Sc2ccccc21	-1.2	4%	13%	-14%	-0.3%	8%	i	2%	-2%
CCN(c1ccccc1)S(=O)(=O)c1ccc(C(=O)Nc2ccncc2)cc1	-0.2	-13%	-24%	?	2.9%	0%	i	7%	-43%
COCCOc1nc2ccccc2nc1C	2.7	1%	1%	-5%	-0.4%	-9%	i	1%	-21%
O=C(Nc1ccc(NC(=O)c2ccccc2Cl)nc1)c1ccncc1	-0.5	.	3%	-9%	3.2%	-4%	i	4%	-1%
O=C(CSc1cccc(C(F)(F)F)c1)NC(=O)NCc1ccco1	-0.1	-14%	-11%	15%	18%	3%	i	7%	-33%
CCOc1ccc(-c2nc(SCC(=O)c3ccccc3)n[nH]2)cc1	.	18%	?	18%	13%	2%	i	.	-20%
C=CCn1c(C)cc(C(=O)CSc2nnc(NC(C)C)s2)c1C	0.3	28%	-14%	4%	2.9%	0%	i	8%	10%
CCCc1ccc(C(=O)COC(=O)CN2C(=O)NC3(CCCCC3C)C2=O)cc1 (configuration not stated)	-0.3	0%	-4%	-3%	-0.3%	4%	i	6%	-12%
S=C(NCC1(c2ccccc2)CCCC1)Nc1ccccc1	-3.4	?	-23%	16µM*	-0.3%	-7%	i	9%	-28%
COc1ccc2sc(NC(C)=O)nc2c1	3.0	13%	10%	6%	0.5%	-7%	i	-1%	-15%
N#Cc1ccc(OCc2nnc3n2CCCCC3)cc1	-0.3	.	3%	-3%	0.3%	5%	i	11%	-12%
CCOc1ccc2nc(Cl)c(CN(C(=O)c3cnccn3)C3CCCC3)cc2c1	3.9	9%	2%	0%	0.3%	1%	i	2%	-1%
CC(C)NC(=S)N1CCCN(c2ncccc2[N+](=O)[O-])CC1	0.6	.	-1%	-12%	-0.2%	-11%	?	2%	-10%
c1coc(CNc2nc3ccccc3s2)c1	2.6	79%[activator]	-30%	?	?	-1%	i	4%	-72%
CC(C)(O)C#Cc1ccc(C(=O)N2CCN(c3ccc([N+](=O)[O-])cc3)CC2)cc1	-3.2	-26%	?	?	0.1%	?	?	4%	-33%
CC(=O)N/C(=C\c1ccccc1)C(=O)OCc1ccc(C)cc1	-1.4	5%	10%	-13%	0.6%	1%	i	6%	12%
CCOc1ccccc1C(=O)Nc1ccsc1C(=O)OC	-0.7	-20%	-37%	16%	12%	-6%	?	3%	-25%
CC(=O)OC1C(OC(C)=O)C2C(C)CC3OC(=O)C(C)C3CC2(C)C1OC(C)=O (configuration not stated)	-1.3	.	1%	.	0.1%	.	i	2%	-4%
COc1ccc(C(=O)Nc2c(C(=O)c3ccc(F)cc3)oc3ccccc23)cc1	.	7%	13%	6%	-1.9%	-2%	i	.	12%
COc1ccccc1OC(C)C(=O)N(Cc1ccco1)C1CCS(=O)(=O)C1 (configuration not stated)	-0.9	-3%	?	4%	-0.8%	15%	i	5%	-55%
Cc1ccc(/C=N/n2nnnc2N)cc1	0.1	24%	?	7%	-0.2%	2%	i	5%	11%
CCNC(=O)c1nc[nH]c1C(=O)NCC	-0.4	4%	10%	6%	0.4%	-2%	i	14%	5%
CC(Sc1nnnn1C)C(=O)Nc1ccc2c(c1)OCCO2 (configuration not stated)	-1.9	5%	2%	?	0.3%	-3%	i	8%	-11%
Cc1ccsc1C(=O)OCC(=O)NC1CC1	0.4	0%	14%	?	-0.2%	8%	i	-6%	8%
O=C(NCc1ccccc1)c1ccc2c(c1)C(=O)N(Cc1cccnc1)C2=O	-1.9	3%	13%	3%	0.2%	-2%	i	4%	4%
O=S(=O)(NCC1CCCO1)c1ccc(Cl)cc1 (configuration not stated)	-0.1	.	17%	-2%	-0.7%	-2%	?	0%	-28%
c1ccn2c(SCc3ccc4c(c3)OCO4)nnc2c1	0.2	22%	-7%	?	3.8%	-3%	i	7%	0%
